Screening results from PubChem BioAssay.
PP1 counter: PP1-alpha phosphatase inhibitors, primary screen, counter-screen for PP5 inhibitor project, biochemical, fluorescence, OMFP substrate, single point; Serine/threonine-protein phosphatase PP1-alpha catalytic subunit (Homo sapiens), P62136; purified PP1alpha; inhibition, % at 6.7 µM; hit rate 0.9% among 320,000;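 active = inhibition above the mean inhibition of all tested compounds plus 3 SD, computed separately for each screening campaign, cut at about 15% in these data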
Target sequence (P62136 whole entry, looked up): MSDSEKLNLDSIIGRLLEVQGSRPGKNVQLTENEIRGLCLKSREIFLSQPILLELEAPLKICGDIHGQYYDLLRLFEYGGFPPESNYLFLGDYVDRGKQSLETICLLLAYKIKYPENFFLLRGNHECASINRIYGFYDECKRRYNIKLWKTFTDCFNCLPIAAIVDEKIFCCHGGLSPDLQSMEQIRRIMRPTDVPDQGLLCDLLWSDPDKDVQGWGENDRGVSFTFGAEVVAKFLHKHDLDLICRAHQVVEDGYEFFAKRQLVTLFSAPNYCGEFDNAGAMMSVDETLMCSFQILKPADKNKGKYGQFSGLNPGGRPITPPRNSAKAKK
Fh CTSL1 inh: Fasciola hepatica cathepsin L1 inhibitors, primary screen, counter-screen for PFM18AAP inhibitor project, biochemical, QFRET, fluorogenic peptide substrate | recombinant F. hepatica cathepsin L1, Z-Leu-Arg-MCA fluorescence | inhibition, % at 5.96 µM | hit rate 0.49% among 300,000 | AID 1906, 2009;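 active = inhibition above the mean of all tested compounds plus 3 SD, set per screening campaign, cut at about 17% in these data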;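 note: 0% = plate median of test compound wells and 100% = 1 µM Z-Phe-Ala-diazomethylketone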
Efflux pump inh: inhibitors of Candida efflux pumps in yeast, primary screen, S. cerevisiae, Nile Red, multiplex. S. cerevisiae Candida pump triplex. inhibition, % at 10 µM. hit rate 0.44% among 330,000. AID 485275, 2010;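 active = plate passing quality check with inhibition over a set limit, or well fluorescence over plate mean plus 4 SD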;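 note: Nile Red retained in pooled yeast measured as flow cytometry median fluorescence; 0% = buffer negative control and 100% = Enniatin B positive control; higher means more Nile Red kept so more efflux inhibition; some compounds called inactive have numbers as strong as hits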
JMJD2C inh: inhibitors of GASC-1 histone demethylase, primary screen, biochemical, fluorescence, DELFIA europium | Lysine-specific demethylase 4C (Homo sapiens), Q9H3R0 | GST-JMJD2C(1-420) H3K9me3 demethylation | inhibition, % at 2.35 µM | hit rate 0.069% among 330,000 | AID 2099, 2009;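 active = more than half of a compound's replicate wells show inhibition beyond 50%, single wells judged on their own value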;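 note: signal counts dimethyl H3K9 product captured on neutravidin plate; 0% = median of DMSO wells and 100% = 0.3 times that DMSO median; strong numbers were not always called active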
PP5 primary: PP5 phosphatase inhibitors, primary screen, biochemical, fluorescence | purified PP5c, OMFP substrate fluorescence | inhibition, % at 6.7 µM | hit rate 0.18% among 320,000 | AID 1987, 2009;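 active = inhibition above the campaign's mean inhibition across all tested compounds plus 3 SD, cut at about 9.5% in these data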;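 note: 0% = DMSO only and 100% = 100 µM cantharidin control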
Target sequence (P53041 whole entry, looked up): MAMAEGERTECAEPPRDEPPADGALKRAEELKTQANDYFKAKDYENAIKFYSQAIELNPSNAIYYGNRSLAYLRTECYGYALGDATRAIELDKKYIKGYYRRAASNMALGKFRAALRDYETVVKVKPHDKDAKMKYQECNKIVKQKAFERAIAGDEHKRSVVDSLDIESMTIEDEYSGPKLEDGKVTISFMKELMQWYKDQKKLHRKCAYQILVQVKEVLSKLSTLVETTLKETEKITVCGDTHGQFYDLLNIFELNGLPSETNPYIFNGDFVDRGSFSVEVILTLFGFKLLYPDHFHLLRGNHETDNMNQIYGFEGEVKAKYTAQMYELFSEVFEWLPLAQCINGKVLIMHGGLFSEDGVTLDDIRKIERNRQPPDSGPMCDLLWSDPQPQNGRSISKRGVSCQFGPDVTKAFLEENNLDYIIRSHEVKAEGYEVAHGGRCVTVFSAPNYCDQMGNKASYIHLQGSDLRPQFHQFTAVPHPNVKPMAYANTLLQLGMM
PREPL inhibitor: PREPL enzyme inhibitors, primary screen, biochemical, fluorescence polarization; recombinant PREPL, fluorescence polarization activity-based probe; inhibition, % at 5.96 µM; hit rate 0.68% among 320,000; in the data active = inhibition above about 43%;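 note: 0% = enzyme with DMSO and 100% = wells lacking enzyme; many of its hits are not listed in these tables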
TPT1 inhibitor: Candida albicans TPT1 enzyme inhibitors, primary screen, biochemical, fluorescence polarization; inhibition, % at 5 µM; tRNA 2'-phosphotransferase TPT1 (Candida albicans SC5314); recombinant caTPT1, FP RNA substrate dephosphorylation; AID 1962, 2009; hit rate 0.81% among 300,000;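 active = inhibition above the mean of all tested compounds plus 3 SD, set per screening campaign, cut at about 24% in these data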;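 note: plate controls were DMSO alone for no effect and ferristatin control at 100 nM for full effect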
LYPLA2 inh: LYPLA2 inhibitors, primary screen, counter-screen for PME1 inhibitor project, biochemical, fluorescence polarization, FP-Rh probe ABPP. Acyl-protein thioesterase 2 (Homo sapiens), O95372. recombinant LYPLA2. inhibition, % at 5.9 µM. hit rate 0.38% among 320,000;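 active = inhibition above the screen-wide mean plus 3 SD, limit set per campaign, cut at about 26% in these data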;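 note: 0% = LYPLA2 with DMSO and 100% = wells lacking LYPLA2 enzyme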
Target sequence (O95372 whole entry, looked up): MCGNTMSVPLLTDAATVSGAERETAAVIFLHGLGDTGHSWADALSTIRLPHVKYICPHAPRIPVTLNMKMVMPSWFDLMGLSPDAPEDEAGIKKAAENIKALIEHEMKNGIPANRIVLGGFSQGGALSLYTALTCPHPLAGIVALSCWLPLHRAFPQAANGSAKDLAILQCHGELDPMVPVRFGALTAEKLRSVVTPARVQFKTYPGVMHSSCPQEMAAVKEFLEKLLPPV
HCV core dimer: inhibitors of HCV core protein dimerization, primary screen, biochemical, TR-FRET, high-throughput | TR-FRET GST/Flag-core106 dimerization, 1536-well | inhibition, % at 5 µM | hit rate 0.33% among 300,000;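 active = inhibition above the mean of all tested compounds plus 3 SD, set per screening campaign, cut at about 45% in these data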
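Assay system: Tagged HCV core106 pair (GST and Flag) | Buffer or medium: KF-containing HEPES buffer, pH 7.45, DTT, CHAPS, BSA | Also added: Eu donor and XL665 acceptor anti-tag antibodies | Dosing: One concentration, 5 µM, in 0.5% DMSO | Timing: 4 h at 22.5 °C | Technique: TR-FRET 671 and 617 nm emission | Repeats: Singlicate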
An asterisk follows results filed as active; · = not tested or not shown; & = joins results of further samples. Some of the compounds tested; count on the stated rates, not on these rows.

SMILES	PP1 counter	Fh CTSL1 inh	Efflux pump inh	JMJD2C inh	PP5 primary	PREPL inhibitor	TPT1 inhibitor	LYPLA2 inh	HCV core dimer
O=P(c1ccc2c(c1)OCCO2)(N1CCOCC1)N1CCOCC1	-2	1	-0.1	-7	1.2	-3	0	2	-4
CCN(CC)CCCN(Cc1cc2cc3c(cc2[nH]c1=O)OCCO3)C(=O)Nc1ccc(F)cc1	-4	-2	-0.2	-9	0.5	28	-8	-5	-1
CCN(CC)c1ccc(S(=O)(=O)N2CCOCC2)cc1NC(=O)CSc1nncs1	-3	2	0.0	9	0.3	-5	-1	2	0
Cc1noc(C)c1COc1ccc(C(=O)N2CCN(S(=O)(=O)c3ccccc3)CC2)cc1	-2	·	0.1	-1	1.4	13	·	1	·
CCN(CC(=O)N(CC(C)C)c1c(N)n(CC(C)C)c(=O)[nH]c1=O)Cc1nc2ccccc2c(=O)[nH]1	-4	-5	-0.1	-2	0.5	13	-2	4	1
O=C(Cn1cc(S(=O)(=O)N2CCN(c3ccccc3F)CC2)c2ccccc2c1=O)NCCCN1CCCCCC1	3	-1	0.3	-3	-0.5	22	-5	-2	-1
CC1(N2CCCCC2)CC2(O)C(=[N+]1[O-])CCC/C2=N\O (stereo not given)	-1	-2	0.0	5	0.8	-6	-4	2	1
Cc1nn(C)cc1CN1CCCC(C(=O)c2ccc(-c3ccccc3)c(F)c2)C1 (stereo not given)	3	1	0.0	0	1.7	-37	2	-9	3
Cc1ccc2c(c1)C1CN(C)CCC1N2C(=O)c1ccc(Cl)c(S(=O)(=O)N2CCOCC2)c1 (stereo not given)	6	1	0.0	1	0.6	16	-3	6	-2
Cc1onc(-c2ccccc2)c1C(=O)OCC(=O)c1ccccc1	0	1	-0.2	0	0.3	-19	-2	2	6
Cc1cc(C)c2c(Cn3ccnc3)cc(=O)oc2c1	-1	-8	0.6	-13	0.9	5	3	1	1
Nc1nc(SCc2ccc(Cl)c(Cl)c2)n[nH]1	-6	-1	0.1	2	5.0	-3	-3	-1	-10
O=C(NC1CCN(C(=S)Nc2ccc(Cl)cc2)CC1)c1ccco1	0	1	0.3	8	2.4	3	0	-2	-48
COc1ccc(-n2c(=O)[nH]c3cc(C(=O)NCCc4ccc(Cl)cc4)ccc3c2=O)cc1OC	-4	-1	-0.1	4	1.1	3	-1	-12	6
CC(C)C1=NN(C(=O)c2ccccc2)C(O)(C(C)(C)C)C1 (stereo not given)	-2	-3	0.1	4	3.0	-1	-2	3	3
N=c1n(CCOc2ccccc2)c2ccccc2n1CCN1CCOCC1	-4	-1	0.0	-2	2.4	19	-6	3	0
CCOc1ccc(/C=N/Nc2ccccc2)cc1	-1	1	-0.1	1	-0.3	0	-3	7	3
O=[N+]([O-])c1ccc(N2CCCCCC2)c([N+](=O)[O-])c1	1	-2	-0.2	127	-0.1	6	-4	11	-7
CC(=O)NCC1COc2ccccc2O1 (stereo not given)	1	-11	0.1	67	-0.9	4	-1	-2	1
CCOC(=O)c1sc2nc(C)nc(SCC(=O)N(C)C3CCS(=O)(=O)C3)c2c1C (stereo not given)	-6	-1	-0.1	7	-0.9	2	8	2	2
CCCN1CCN(S(=O)(=O)c2ccc(-c3cc(C)no3)s2)CC1	1	-3	0.0	15	0.4	-6	-1	2	0
CCCc1c(C(=O)NNc2cc(C(F)(F)F)ccc2Cl)cnn1-c1ccccc1	-5	1	0.0	1	-0.1	0	-2	-4	5
O=C(Nc1ccc(Cl)cc1F)C1CCN(S(=O)(=O)c2cccc3nonc23)CC1	0	4	0.2	1	1.4	5	0	-6	-3
Cc1cc(Cl)c(Cl)cc1S(=O)(=O)NCCCn1ccnc1	0	2	0.0	7	3.0	-5	-2	-1	9
O=C(N/N=C/c1ccccc1)c1ccc(N2CCCC2=O)cc1	-4	0	-0.2	-2	2.8	5	-1	2	-4
Cc1cc2cc(CN(CC3CCCO3)C(=O)c3cnccn3)c(=O)[nH]c2cc1C (stereo not given)	-6	-2	0.1	7&-2	1.7	1	-2	-1	3
CCC(=O)c1cc2c(cc1NC(=O)C(C)C)OCCO2	-1	-1	0.0	-7	1.8	4	-6	3	-3
O=C(CSc1nnc(CNC(=O)c2ccco2)o1)Nc1nc2ccccc2s1	-7	-1	-0.1	-5	-0.3	-1	4	-3	0
O=S(=O)(c1cccc2cccnc12)N1CCN(c2ccc(F)cc2)CC1	-3	3	-0.2	3	-1.5	-11	0	0	5
CCOC(=O)c1ccc(NC(=O)CSc2nnc(CNc3ccc(OC)cc3)n2C)cc1	-2	1	0.0	13	2.7	1	0	-7	2
COc1c(F)c(F)c(C(=O)O)c(Nc2ccccc2C)c1F	3	-7	-0.5	6	1.1	-5	1	2	-4
CCC(=O)NNC(=O)c1c(O)c2ccccc2[nH]c1=O	1	1	-0.4	-27	-0.4	-12	-6	1	-6
COC(=O)NNC(=O)C12CC3CC(CC(C3)C1)C2	2	-1	0.2	3	0.3	-3	-1	-2	-8
CCOc1cc(C(c2c(C)[nH][nH]c2=O)c2c(C)[nH][nH]c2=O)ccc1OS(=O)(=O)c1ccc(C)cc1	4	-1	0.1	20	4.8	-2	-3	3	1
N#Cc1c(N)nc2c(c1-c1ccncc1)CCCC2	0	1	0.2	6	-0.6	14	2	2	0
NC(=O)c1nn(CC(=O)Nc2ccc3c(c2)OCO3)cc1[N+](=O)[O-]	-3	-2	0.2	1	0.9	-7	-4	2	-3
Cc1ccccc1OCC(O)CNC1CCCC1 (stereo not given)	0	-3	0.6	-7	-1.2	-11	1	-5	-5
Cc1nc(P(=O)(c2ccccc2)c2ccccc2)c(N2CCOCC2)o1	-4	0	-0.1	-4	0.5	-3	1	-3	-16
Cc1ccccc1Cn1cccc1/C=C1/C(=N)N2C=CSC2=NC1=O	4	3	0.1	6	-3.0	-1	19	-30	28
COc1cc(CNCCSc2nnnn2C)cc(Br)c1OCc1ccccc1F	3	6	-0.2	24	3.8	-51	-1	6	-7
Cc1nc2ccccc2n1/N=C/c1ccc([N+](=O)[O-])s1	-2	3	0.0	3	4.8	7	28*	-4	-9
CN(C)C(=O)Cn1c(=O)n(S(=O)(=O)c2ccccc2)c2ccccc21	-2	1	0.1	-12	3.8	-6	-2	-4	5
Cc1cccc(-c2csc(N)c2C(=O)OC(C)C)c1	-3	1	-0.1	7	3.2	4	-2	1	4
COc1cc(C(C[N+](=O)[O-])c2c(-c3ccccc3)cc3ccccn23)cc(OC)c1OC (stereo not given)	1	1	0.1	7	-1.6	3	2	-6	21
CCN(CC(=O)NCc1ccc(F)cc1)C(=O)c1ccc(C)o1	-1	3	0.0	-6	0.9	-1	-3	-1	0

Two of the compounds above, with values under each structure:
Below each compound: PP1 counter	Fh CTSL1 inh	Efflux pump inh	JMJD2C inh	PP5 primary	PREPL inhibitor	TPT1 inhibitor	LYPLA2 inh	HCV core dimer
- O=S(=O)(c1cccc2cccnc12)N1CCN(c2ccc(F)cc2)CC1
    -3	3	-0.2	3	-1.5	-11	0	0	5
- CCOC(=O)c1ccc(NC(=O)CSc2nnc(CNc3ccc(OC)cc3)n2C)cc1
    -2	1	0.0	13	2.7	1	0	-7	2

(listing goes on)
SMILES	PP1 counter	Fh CTSL1 inh	Efflux pump inh	JMJD2C inh	PP5 primary	PREPL inhibitor	TPT1 inhibitor	LYPLA2 inh	HCV core dimer
Cc1cc(-c2ccccc2)nc(N(C)NC(=O)C2CC2)c1S(C)(=O)=O	14	9	0.0	-1	-3.4	9	-2	7	-7
C/C(=N\OCC(=O)Nc1ccc2c(c1)OCCO2)c1ccc2c(c1)OCCO2	-3	-4	0.0	-10	1.8	-8	2	-1	-11
Cc1ccccc1-c1nc2cc(NC(=O)C3CC3)ccc2o1	0	5	-0.1	-9	2.3	-16	-1	-3	8
Cc1cc(C)n(CC(C)C(=O)O)n1 (stereo not given)	-1	0	0.0	2	0.3	0	-4	-1	-3
COc1cc2ccccc2cc1C(=O)Nc1nc(C)c(C(C)=O)s1	-7	2	0.2	-4	1.9	13	1	3	-2
Cc1ccc(OCCN2C(=O)c3ccccc3C2=O)c([N+](=O)[O-])c1	-2	7	0.0	9	5.1	-8	1	-1	1
CCOC(=O)c1cn(-c2ccccc2)nc1-c1ccncc1	-5	12	-0.2	·	3.9	14	1	-6	2
Cc1ccc(SCCNS(=O)(=O)c2ccc(F)cc2)cc1	-2	-2	0.0	-5	5.2	-31	-5	1	1
CCn1nc(C)c(CN2CCc3c([nH]c4ccccc34)C2c2ccc(F)c(OC)c2)c1C (stereo not given)	-2	-2	0.2	17	2.8	2	1	-2	4
COc1ccc(-c2csc(C3=C(O)CN(Cc4ccc(S(N)(=O)=O)cc4)C3=N)n2)cc1OC	-5	-3	0.0	-7	-1.7	11	2	-5	4
COc1ccc(-c2c(C#N)c(N)nc(Sc3ccc(Cl)cc3)c2C#N)cc1	-1	-1	0.2	56	1.7	16	1	-4	18
O=C(c1cc(-c2ccc(Br)cc2)on1)N1CCCC1	-1	-1	0.2	-8	0.5	3	2	-3	6
COC(=O)c1ccc(/C=N/n2c(C)nc3ccccc3c2=O)cc1	0	0	-0.2	-1	-3.3	-6	3	4	0
COc1ccc(N2C(=O)NC3CC2(C)Oc2ccccc23)cc1 (stereo not given)	-2	2	0.0	0	0.4	3	-2	3	-3
C/C(=N/NC(=O)CSc1ccccn1)c1ccc([N+](=O)[O-])cc1	-5	-7	0.1	1	0.0	-4	-1	7	2
Cc1c(Cl)cccc1N1C(=O)CC(NNC(=O)c2cccnc2)C1=O (stereo not given)	-5	-5	-0.3	6	-0.2	12	5	-8	11
C=CCNC(=O)c1ccc(Sc2ccc(C)cc2)c([N+](=O)[O-])c1	1	4	0.0	-12	2.2	-4	1	-1	1
CC(=O)c1ccc(Oc2nc3c(c(=O)n(C)c(=O)n3C)n2C)cc1	-1	5	-0.1	4	0.1	7	-4	2	1
COc1ccc(NC(C)=O)cc1NC(=O)CN1CCN(CC(=O)Nc2ccc(Cl)cc2)CC1	-4	1	0.1	-4	-0.7	38	5	-1	0
Cc1cc(C)nc(N2CCCC(C(=O)NCc3cccc(C(F)(F)F)c3)C2)n1 (stereo not given)	-3	-3	0.3	2	3.7	12	1	0	-3
Cc1ccc(S(=O)(=O)N2CC(=O)Nc3ccccc32)cc1C	-2	-3	0.1	-2	-0.3	14	1	9	4
CC(=O)N1c2ccccc2CCc2ccc(N)cc21	2	-4	-0.1	1	1.4	-3	-4	-5	-5
O=[N+]([O-])c1ccc(SCCc2ccncc2)cc1	1&3	6&9	0.0&0.1	13&-4	-1.9&-1.0	4&13	-2&-5	9&6	2&-4
CC(C)C(C(=O)NCC1CCCO1)N(C(=O)CNS(=O)(=O)c1ccccc1)c1ccc(F)cc1 (stereo not given)	7	-8	0.5	4	0.8	10	-1	-8	-1
O=S(=O)(Nc1ccc(F)cc1)N1CCOCC1	10	-2	0.0	14	0.4	-6	-1	1	-12
